NR2F2 inh: inhibitors of human COUP-TFII (NR2F2); inhibition, % at 8.6 µM; 370,000 tested, 0.7% active; HEK293T NGFI-A luciferase reporter, luminescence; P24468;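 active means inhibition above a per-plate cutoff, mean inhibition of test wells between control levels plus 3 SD, cut at about 38% in these data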;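 further: cells cotransfected with COUP-TFII expression vector driving the NGFI-A reporter; 0% = median of COUP-TF2 test wells and 100% = reporter-only cells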
SRC2 inh: inhibits human steroid receptor coactivator 2; Q15596; HEK293 GAL4-SRC2 luciferase reporter, luminescence; inhibition, % at 9 µM; 370,000 tested, 0.17% active; AID 651957;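 active means inhibition above the mean inhibition of all tested compounds plus 3 SD, set per campaign, cut at about 52% in these data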;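 further: 0% = DMSO treated cells and 100% = cells given Gossypol at 36 µM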
* = called active by the depositor. A portion of the library; count on the stated rates, not on these rows.

SMILES	NR2F2 inh	SRC2 inh
CC(NC(=O)c1cc(=O)[nH]c2ccc(Br)cc12)c1ccccc1 (centres undefined)	-1	-4
CCOC(=O)N1CCN(C(=O)C[C@@H]2C(=O)N(CCc3ccc(Cl)cc3)C3=CCCC[C@]32C(=O)OCC)CC1	46*	17
COCc1cc(N2CCN(C(=O)OC(C)(C)C)C[C@H]2C)ccc1N1CC[C@H](O)C1	6	-19
COC(=O)C1CN(Cc2cn(Cc3ccccc3)nn2)CCS(=O)(=O)N1Cc1ccc(OC)cc1 (centres undefined)	-3	-7
COC(=O)C1CN(CCc2ccccc2)CCS(=O)(=O)N1Cc1ccc(F)cc1 (centres undefined)	3	9
Nc1ccn([C@@H]2O[C@H](C(=O)N3CCN(C(=O)N4CCCCC4)CC3)[C@@H](O)[C@H]2O)c(=O)n1	-2	6
CC1CCCCC1N(C(=O)c1cc(C2CC2)on1)C1CCCCCC1 (centres undefined)	12	6
COC(=O)C(C(=O)OC)c1ccccc1NS(=O)(=O)c1cccc2ccccc12	-16	5
CSCCC(NC(=O)OCc1ccccc1)C(=O)NC(Cc1c[nH]c2ccccc12)C(=O)O (centres undefined)	-5	-6
COc1ccc(CN2C[C@]3(C=C(C)Cn4c(=O)n(-c5ccccc5)c(=O)n43)N=C2NC(=O)c2ccccc2)c(OC)c1	-4	-11
CC(=O)C1=C(C)N(Cc2ccc(Cl)cc2)C(=S)NC1c1ccccc1 (centres undefined)	5	-6
Cc1ccccc1Cn1cc(CN2[C@@H](CC(C)C)COc3cc(Br)ccc3S2(=O)=O)nn1	-15	17
CC(=O)C1(C(=O)NC2CCCC2)CC(c2ccccn2)=NO1 (centres undefined)	-25	-1
COC(=O)C1CN(Cc2ccc(OC)cc2)CCS(=O)(=O)N1Cc1cn(Cc2ccccc2)nn1 (centres undefined)	4	5
COc1cccc(N2CCN(CC(=O)N(C)Cc3ccccc3Cl)CC2)c1	-5	-10

NR2F2 inh: what is marked active above
SMILES	NR2F2 inh	SRC2 inh
CCOC(=O)N1CCN(C(=O)C[C@@H]2C(=O)N(CCc3ccc(Cl)cc3)C3=CCCC[C@]32C(=O)OCC)CC1	46*	17

Remaining list, next part.
SMILES	NR2F2 inh	SRC2 inh
COC(=O)C1=C(C)N(C)C(=NCc2cc(OC)c(OC)c(OC)c2)NC1c1cccc(F)c1 (centres undefined)	2	-21
c1csc(-c2nnc(SCc3cccc4ccccc34)o2)c1	-4	-6
O=C(CSc1nc2sc3c(c2c(=O)n1-c1ccccc1)CCCC3)NN=Cc1ccc(OCc2ccccc2)cc1	-6	-24
Cc1ccccc1CN1CCCCC(NC(=O)c2ccc(-c3ccccc3)cc2)C1=O (centres undefined)	57*	16
Cc1ccc(-n2c(SCC(=O)Nc3ccc(Oc4ccccc4)cc3)nnc2-c2ccco2)cc1	1	-2
OCC1OC(C(N=Nc2ccccc2)=NNc2ccccc2)C(O)C1O (centres undefined)	6	-19
O=C(N[C@@H](Cc1cccnc1)C(=O)N1CCC[C@H]1C(=O)NC1CCCC1)c1ccc(Cl)c(Cl)c1	1	-9
O=C(CCSCCC(=O)NCc1ccco1)NCc1ccco1	15	8
Cn1c(=O)oc2cc(S(=O)(=O)N3CCN(c4cccc(C(F)(F)F)c4)CC3)ccc21	5	10
COc1ccc(CN(CC#Cc2ccccc2)Cc2ccccc2)c(OC)c1	-21	-11
COc1ccc(CN2C[C@H](COCc3ccccc3)Oc3cccc(N4CCCC4)c3S2(=O)=O)cc1	11	38
CC1(C)OC(C)(C)C(=N/O)/C1=N\N	-2	15
COc1cccc(-c2cc(C(=O)Nc3ccc4c(c3)OCCO4)c3ccccc3n2)c1	6	-12
O=[N+]([O-])c1ccc(OC2OCC(O)C(O)C2O)cc1 (centres undefined)	5	0
C#CCOCCOCCOCCNc1nc(N2CCN(C(=O)[C@H]([C@@H](C)CC)n3cc([C@@H](N)CO)nn3)CC2)nc(N2CCN(C(=O)[C@H](CCCCN)n3cc([C@@H](N)CC(C)C)nn3)CC2)n1	-1	-8

Retrieved one by one from above (four):
SMILES	NR2F2 inh	SRC2 inh
CC1CCCCC1N(C(=O)c1cc(C2CC2)on1)C1CCCCCC1 (centres undefined)	12	6
COc1cccc(-c2cc(C(=O)Nc3ccc4c(c3)OCCO4)c3ccccc3n2)c1	6	-12
COC(=O)C1CN(Cc2ccc(OC)cc2)CCS(=O)(=O)N1Cc1cn(Cc2ccccc2)nn1 (centres undefined)	4	5
COC(=O)C1CN(CCc2ccccc2)CCS(=O)(=O)N1Cc1ccc(F)cc1 (centres undefined)	3	9

(list continues)
SMILES	NR2F2 inh	SRC2 inh
Cc1ccc(NC(=O)C2CCN(c3nnc(-n4cccc4)s3)CC2)cc1C	17	2
COC(=O)C1=C(C)N(Cc2cccc(C(F)(F)F)c2)C(=NCc2ccc(OC)cc2)NC1c1cccc(F)c1 (centres undefined)	-14	24
CCOC(=O)[C@@H]1CSCCS(=O)(=O)N1C(=O)[C@H](Cc1ccccc1)NC(=O)OC(C)(C)C	0	-33
C[C@@H]1CN([C@H](C)CO)C(=O)CCCn2nncc2CO[C@@H]1CN(C)C(=O)Nc1ccccc1	-4	-2
Cc1oc(-c2ccc(F)cc2)cc1-c1nn2c(-c3ccco3)nnc2s1	12	0
O=C(N[C@H](C(=O)N1CCC[C@H]1C(=O)NCCc1ccccc1Cl)C1CCCCC1)C1CC1	-17	8
C=CCN1[C@@H](C)COc2cccc(N3CCCC3)c2S1(=O)=O	7	1
CCOC(=O)CNC(=O)N(C)[C@H]1C[C@H]2c3[nH]c4c(-c5cccc(C)c5)cccc4c3CCN2C(=O)[C@H]1[C@H](C)O	-8	8
Cc1ccc2c(c1)-n1c(nc3ccccc3c1=O)C(CC(C)C)NC2=O (centres undefined)	0	7
C=CC[C@H]1c2ccccc2[C@H]2N3N=Cc4ccccc4[C@H]3[C@H](CCCC)C(=O)N2N1C(=O)c1ccccc1	16	-2
CCOc1ccc(-n2c(SCC(=O)Nc3ccc4c(c3)c3ccccc3n4CC)nnc2-c2cccnc2)cc1	7	11
O=C(O)c1cc(-c2ccccc2)nn1CC1CC(c2cccc([N+](=O)[O-])c2)=NO1 (centres undefined)	-9	29
CCCCCCCCN1C(=O)[C@@H](CC(=O)NCCCOCCCC)C[C@@]2(C(=O)OC)C1=C[C@H](C(C)(C)C)O[C@@H]2C	3	-25
COC(=O)C[C@@H]1CC[C@@H]2[C@H](COc3ccc(NC(=O)c4ccc(F)c(F)c4)cc3C(=O)N2C)O1	4	11
OC(c1ccccc1)(c1ccccc1)C1CCN(CCCNc2cccc(OC(F)(F)F)c2)CC1	-7	5

The closing 4 records of the section before lead into the next:
SMILES	NR2F2 inh	SRC2 inh
O=C(O)c1cc(-c2ccccc2)nn1CC1CC(c2cccc([N+](=O)[O-])c2)=NO1 (centres undefined)	-9	29
CCCCCCCCN1C(=O)[C@@H](CC(=O)NCCCOCCCC)C[C@@]2(C(=O)OC)C1=C[C@H](C(C)(C)C)O[C@@H]2C	3	-25
COC(=O)C[C@@H]1CC[C@@H]2[C@H](COc3ccc(NC(=O)c4ccc(F)c(F)c4)cc3C(=O)N2C)O1	4	11
OC(c1ccccc1)(c1ccccc1)C1CCN(CCCNc2cccc(OC(F)(F)F)c2)CC1	-7	5
O=C(Nc1cccc(Br)c1)OC1CC2CC1[C@H]1CCCCN1C2 (some centres undefined)	11	-2
Cc1cc(Nc2ccc(OC(F)F)cc2)cc(=O)n1-c1ccc(OC(F)F)cc1	28	-11
CCCN1CCCCC(NC(=O)c2ccc3ccccc3c2)C1=O (centres undefined)	3	-28
Cc1cc(C)nc(N2CCC(C(=O)N(C)CCc3ccccn3)CC2)n1	-11	22
CC(C)C[C@@H](CO)N1Cc2nnn(Cc3ccccc3)c2-c2ccccc2S1(=O)=O	2	18
CC(C)CC(=O)N1CCc2cc(S(=O)(=O)N(C)Cc3ccco3)ccc21	0	-4
Cc1ccc(C(=O)NC2CCCCN(Cc3cccc(Cl)c3)C2=O)c(C)c1 (centres undefined)	-3	5
CC(C)CNc1cccc2c1S(=O)(=O)N(Cc1cccc(F)c1)[C@@H](C)[C@H](c1ccccc1)O2	-3	-17
Cc1ccc2nc(-c3ccc(CN4CCC(c5nc6ccccc6[nH]5)CC4)cc3)c(-c3ccccc3)nc2c1	3	-34
CC(CCN1CCC(C(O)(c2ccccc2)c2ccccc2)CC1)Oc1ccccc1C#N (centres undefined)	4	-6
C[C@@H]1ON(C)[C@H]2C[C@H]3c4cc(Nc5ccccc5)ccc4CCN3C[C@@H]12	-12	-4
COc1ccc(C(=O)NCCN2C(=O)C3C4C=CC(C4)C3C2=O)cc1OC (centres undefined)	2	-15
O=C(COCc1ccncc1)N1CCN(c2ccc(F)cc2Cl)CC1	22	12
C=CCN1C(=O)[C@@H](CC(=O)N2CCSCC2)[C@]2(C(=O)OCC)CCCCC/C=C/12	-16	13
C#CCN1CC(N(C)CCOC(=O)CCCc2ccccc2)CS1(=O)=O (centres undefined)	-6	-25

Whole records as entered above.
Listed for C[C@@H]1ON(C)[C@H]2C[C@H]3c4cc(Nc5ccccc5)ccc4CCN3C[C@@H]12 → NR2F2 inh: -12; SRC2 inh: -4
Listed for CC(C)CC(=O)N1CCc2cc(S(=O)(=O)N(C)Cc3ccco3)ccc21 → NR2F2 inh: 0; SRC2 inh: -4

(next part)
SMILES	NR2F2 inh	SRC2 inh
Cc1ccc(-n2c(SCC(=O)Nc3ccccc3-c3ccccc3)nnc2-c2ccco2)cc1	-14	-35
CC1CCCCN1S(=O)(=O)c1cc2c(=O)nc3ccccn3c2cc1Cl (centres undefined)	-2	4
COC(=O)C/C=C/[C@H](C)[C@@H](NC(=O)C(F)(F)F)c1ccccc1Br	7	4
COC(=O)[C@]12C[C@H](CC(=O)NCc3cccc(C(F)(F)F)c3)C(=O)N(Cc3ccc4c(c3)OCO4)C1=C[C@H](C(C)C)O[C@@H]2C1CC1	-13	-6
Cc1ccccc1N1CCN(C(=O)CN2C(=O)CC(C)(C)S(=O)(=O)c3ccccc32)CC1	2	8
CN(C)c1ccc(C(=O)NC2CCCCN(Cc3ccc(Cl)cc3)C2=O)cc1 (centres undefined)	-21	-19
NS(=O)(=O)c1ccc(NC(=O)C2CCCO2)cc1 (centres undefined)	-11	5
O=S1(=O)c2ccc(Br)cc2OC[C@@H](Cc2ccccc2)N1Cc1cn(CCC2OCCO2)nn1	28	-9
O=C(Nc1cc(Cl)ccc1F)C1CCCN(c2nnc(-n3cccc3)s2)C1 (centres undefined)	-9	-12
O=C(CSc1nnc(-c2cccnc2)n1C1CCCCC1)NC1CCCCCC1	-12	-12
Cn1cc(CC(=O)Nc2ccc(Nc3cccnc3)cc2)c2ccccc21	4	-26
C=CCCC1CN(Cc2ccc(OC)cc2)S(=O)(=O)c2c(Oc3cc(C)c(C)c(C)c3)cccc2O1 (centres undefined)	-8	19
CCOC(=O)C1(Cc2ccccc2)CCN(Cc2ccccc2OC)CC1	1	11
COC(=O)[C@]12C[C@H](CC(=O)NCC34CC5CC(CC(C5)C3)C4)C(=O)N(Cc3ccc4c(c3)OCO4)C1=C[C@H](C(C)(C)C)O[C@@H]2C	-9	-17
CCCCCC[C@H](CC)CN(C(=O)Oc1ccccc1)c1ccccc1	7	8
CCCCCCCCN1C(=O)[C@@H](CC(=O)NCCc2ccccc2OC)C[C@@]2(C(=O)OC)C1=C[C@H](C(C)(C)C)O[C@@H]2C	-5	-16
CCc1ccc(Cn2c(=O)n(Cc3ccc(C(=O)NCCCOC)cc3)c(=O)c3ccccc32)cc1	2	10
O=C(c1cc(-c2ccc(Cl)cc2)nc2ccccc12)N1CCN(c2ncccn2)CC1	0	19
COc1ccc(CN2C/C(=C/c3ccccc3)N3C(=O)C[C@@H](c4ccc5ccccc5c4)N=C23)c(OC)c1	8	17
C[C@@H]1ON(C)[C@H]2C[C@H]3c4[nH]c5cccc(-c6ccccc6)c5c4CCN3C[C@@H]12	8	-13
Cc1ccc(-c2cc(-c3nnc(SCC(=O)NC4CCCCC4)n3N)[nH]n2)cc1	-11	-74
C=C(C)CSc1nnc(-c2cc(-c3ccc(OC)cc3)n[nH]2)n1N	-27	-31
CCOC(=O)[C@@]12CN(C(=O)OC(C)(C)C)CC=C1N(Cc1ccc(OC)cc1)C(=O)[C@H]2CC(=O)NCc1cccc(C(F)(F)F)c1	10	-7
CCCCCCCCN1C(=O)[C@@H](CC(=O)N2CCN(C(=O)OCC)CC2)C[C@@]2(C(=O)OC)C1=C[C@H](C1CCCC1)O[C@@H]2C	-8	-6
CCN(CC)C(=O)CC[C@@H]1CC[C@]2(CCCN(Cc3ccccn3)C2)O1	6	-12
CC(=O)NCc1ccc(OCCCN2CCC(C(O)(c3ccccc3)c3ccccc3)CC2)cc1	-8	-2
Brc1ccc(CN2CCCc3nc(-c4ccccc4)ccc32)cc1	13	-42

Screens: PubChem, The Scripps Research Institute Molecular Screening Center
